# GPR151 ag = activators of human GPR151; Q8TDV0; activation, % at 11.2 µM; AID 1508602; PathHunter beta-arrestin GPR151 cells, luminescence; actives 1% (n = 650,000); in the data active = activation above about 4.9%;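 also: 0% = median of compound wells and 100% = cells with positive control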
# FBW7 activator = human FBW7 E3 ligase activation, primary screen; normalized activity (activation), % at 26.1 µM; Q969H0; AlphaScreen FBW7–phospho-cyclin E peptide binding, activator screen; actives 0.13% (n = 650,000); in the data active = normalized activity above about 1.9%;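 also: purified mutant Fbw7 with reduced substrate affinity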
# Target sequence (Q969H0 whole entry, looked up): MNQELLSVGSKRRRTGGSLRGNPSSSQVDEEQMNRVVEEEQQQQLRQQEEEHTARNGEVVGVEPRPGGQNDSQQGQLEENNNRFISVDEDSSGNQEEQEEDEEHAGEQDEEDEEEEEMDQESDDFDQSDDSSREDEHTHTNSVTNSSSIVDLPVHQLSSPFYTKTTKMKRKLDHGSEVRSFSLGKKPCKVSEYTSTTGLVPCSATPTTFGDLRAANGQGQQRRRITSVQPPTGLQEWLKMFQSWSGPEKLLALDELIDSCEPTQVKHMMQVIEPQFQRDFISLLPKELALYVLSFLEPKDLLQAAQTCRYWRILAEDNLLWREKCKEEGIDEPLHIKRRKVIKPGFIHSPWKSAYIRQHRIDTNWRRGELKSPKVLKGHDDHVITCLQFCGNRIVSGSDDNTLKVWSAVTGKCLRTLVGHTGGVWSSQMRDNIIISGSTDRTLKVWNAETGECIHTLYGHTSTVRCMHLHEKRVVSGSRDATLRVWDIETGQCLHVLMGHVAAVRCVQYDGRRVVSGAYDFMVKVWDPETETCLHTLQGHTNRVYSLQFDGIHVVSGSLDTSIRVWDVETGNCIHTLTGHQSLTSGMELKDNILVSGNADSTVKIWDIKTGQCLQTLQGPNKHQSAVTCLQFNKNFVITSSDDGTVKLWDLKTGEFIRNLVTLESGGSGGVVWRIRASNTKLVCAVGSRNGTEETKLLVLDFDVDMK
# MITF primary = human MITF inhibition, primary screen; O75030; actives 0.91% (n = 650,000); AlphaScreen MITF homodimerization, bead proximity signal; inhibition, % at 2.6 µM; AID 1259374; in the data active = inhibition above about 50%;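 also: 0% = vehicle wells with protein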
# TEAD-YAP block = TEAD-YAP interaction inhibition; inhibition, % at 9.12 µM; actives 1.4% (n = 640,000); HEK-TIYL cells, TEAD-Gal4/YAP UAS-luciferase luminescence; AID 1259422; in the data active = inhibition above about 32%;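 also: 0% = median of test compound wells and 100% = reference inhibitor wells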
# The depositor's hits bear a star; & = joins results of further samples.
# A first look (five entries):
SMILES,GPR151 ag,FBW7 activator,MITF primary,TEAD-YAP block
O=S(=O)(c1ccccc1)N1CCN(Cc2ccccc2Cl)CC1,3.8,0.0,39,-41
O=C1/C(=C/c2ccc(F)cc2)N=C2CCCCCN12,-0.9,0.8,18,-7
COC(=O)c1cc(CNC(=O)C(C)(C)C)cc(NS(=O)(=O)c2cccs2)c1,0.5,0.1,-11,-10
COc1cc(OC)c2c(c1)[C@@H]1C=CC[C@@H]1[C@H](c1ccc(OC)c([N+](=O)[O-])c1)N2,-0.8,-0.1,16,-3
O=C(COc1ccccc1)NCC1CC(Cc2cccc(F)c2)=NO1 (stereo not given),-0.2,0.1,3,5

# This part in full, from the first entry:
SMILES,GPR151 ag,FBW7 activator,MITF primary,TEAD-YAP block
O=S(=O)(c1ccccc1)N1CCN(Cc2ccccc2Cl)CC1,3.8,0.0,39,-41
O=C1/C(=C/c2ccc(F)cc2)N=C2CCCCCN12,-0.9,0.8,18,-7
COC(=O)c1cc(CNC(=O)C(C)(C)C)cc(NS(=O)(=O)c2cccs2)c1,0.5,0.1,-11,-10
COc1cc(OC)c2c(c1)[C@@H]1C=CC[C@@H]1[C@H](c1ccc(OC)c([N+](=O)[O-])c1)N2,-0.8,-0.1,16,-3
O=C(COc1ccccc1)NCC1CC(Cc2cccc(F)c2)=NO1 (stereo not given),-0.2,0.1,3,5
COC(=O)c1cc(COC(=O)/C=C/c2c(C)nn(Cc3ccccc3)c2Cl)oc1C,-1.0,0.1,16,-7
O=C(Nc1nc(-c2ccc([N+](=O)[O-])cc2)cs1)c1ccc(Cl)s1,0.1,0.0,-5,12
O=C(CCCCCN1C(=O)c2ccccc2C1=O)Nc1nccs1,1.1,-0.1,3,6
CSC1=NCCN1C(=O)c1cc2ccccc2o1,3.1,0.5,8,-24
COc1ccc(OCc2nnc(N)s2)cc1,-1.5,0.0,9,2
CCOc1cccc(C2NC(=O)NC(C)=C2C(=O)OCC(F)(F)F)c1 (stereo not given),1.9,-0.2,-1,-13
C=CCNC(=O)c1sc(=S)n(-c2ccc(C)c(C)c2)c1N,-1.3,0.6,-2,-6
CC(=O)Nc1ccc(S(=O)(=O)Oc2cccc(/C=C3\SC(N)=NC3=O)c2)cc1,2.7,0.0,-8,-1
COc1ccccc1N(CC(=O)Nc1cccc(C)c1)S(=O)(=O)c1ccc(C)cc1,-1.7,0.2,-16,-3
Cc1ccccc1CNC(=O)C1CC(=O)c2sc(NC(=O)COc3ccccc3)nc2C1 (stereo not given),-1.0,0.1,10,-45
Cc1ccc2nsnc2c1NC(=O)c1cc([N+](=O)[O-])ccc1Br,-0.9,-0.2,-13,3
CC1CCN(C2=C(Cl)C(=O)C(N3CCC(C)CC3)=C(Cl)C2=O)CC1,-1.1,0.1,-4,-2
NC(=O)c1ccccc1NS(=O)(=O)c1c(F)cc(F)c(Cl)c1F,-1.0,0.1,-3,4
CN1C(C(=O)c2ccccc2)=C(N)c2ccccc2S1(=O)=O,-1.0,-0.2,-3,13
Cc1cccc(COc2ccc(C#N)cc2)c1,0.0,0.2,-1,-16
CCN1CCN(CCOc2cc(C)ccc2C)CC1,17*,-0.4,65*,4
CCOc1ccccc1N1CCN(CC(=O)Nc2ccc3[nH]c(=O)[nH]c3c2)CC1,0.0,0.1,-3,-6
COC(=O)C1=C(C)NC(=O)NC1c1cc(OC)cc([N+](=O)[O-])c1O (stereo not given),-1.6,0.1,-23,-1
CCOC(=O)c1c(NC(=O)COC(=O)c2nc3nccc(C)n3n2)sc(C(C)=O)c1C,0.4,0.0,-11,-1
Cc1ccccc1OCC(=O)Nc1cc(-c2nc3ccccc3o2)ccc1Cl,-1.5,-0.1,0,-13
CCN(CC)c1ccc(C2C(C(=O)OC(C)C)=C(C)NC3=C2C(=O)CC(c2ccccc2)C3)cc1 (stereo not given),-1.6,0.4,30,3
O=C(NCc1nnc2n1CCN(C(=O)CCCc1cccs1)CC2)c1ccncc1,1.1,0.0,-6,-7
COc1cc(Br)cc(C2NC(=S)NC(C)=C2C(=O)N(C)C)c1OC (stereo not given),1.0,0.0,11,-4
Cc1c(C(=O)Nc2nnc(-c3cccc([N+](=O)[O-])c3)s2)cccc1[N+](=O)[O-],-2.5,0.1,-3,12
Nc1cccn2cc(-c3cccs3)nc12,0.8,0.0,14,-15

# Just GPR151 ag and MITF primary, for some of the entries so far:
canonical_smiles	GPR151 ag	MITF primary
Cc1c(C(=O)Nc2nnc(-c3cccc([N+](=O)[O-])c3)s2)cccc1[N+](=O)[O-]	-2.5	-3
Nc1cccn2cc(-c3cccs3)nc12	0.8	14

# Following part.
SMILES,GPR151 ag,FBW7 activator,MITF primary,TEAD-YAP block
COc1ccccc1C(=O)N[C@H]1C[C@H]2C(=O)N[C@@H](CC(C)C)C(=O)N2C1,2.6,0.3,13,-11
CC(=O)c1ccc(OCc2cc(C(=O)N(C)Cc3cnccn3)no2)cc1,0.7,0.2,8,-43
Brc1ccc(-c2ccc(C3Nc4ccccc4C(c4ccccc4)(c4ccccc4)O3)o2)cc1 (stereo not given),-1.0,-0.1,-11,-6
O=C(Nc1cccc(Cl)c1N1CCC(NC2CCCC2)CC1)c1ccc(Br)o1,-0.7,-0.1,-16,-2
COc1cc(Cc2ccc(NC(=O)Nc3ccc(C)cc3)c(OC)c2)ccc1NC(=O)Nc1ccc(C)cc1,-0.7,0.4,6,-14
CCOC(=O)C1=C(C)N=c2s/c(=C\c3cc(OC)ccc3OC)c(=O)n2C1c1ccc(N(C)C)cc1 (stereo not given),0.3,0.0,-5,-13
O=C(CSCc1ccccc1)Nc1nnc(-c2ccc(F)cc2)s1,-0.3,-0.1,-3,1
O=C1OCCC1Sc1nnc(-c2ccccc2[N+](=O)[O-])o1 (stereo not given),0.6,0.1,18,-12
O=C(Nc1c2c(nn1-c1cccc(Cl)c1)CS(=O)(=O)C2)C1CC1,1.7,0.3,17,7
CCOc1ccc(Br)cc1/C=C1/C(=O)N(c2ccccc2)N=C1C,-0.6,-0.2,-12,3
COC(=O)C(Cc1ccccc1)NS(=O)(=O)c1ccccc1OC (stereo not given),3.4,0.1,-3,-4
CC(C)n1c(N2CCN(Cc3ccc4c(c3)OCO4)CC2)nc2c(NC3CCN(Cc4ccccc4)CC3)ncnc21,0.9,-0.2,8,5
N=C1C(c2nc3ccccc3[nH]2)=C(O)CN1C1CCCCC1,0.4,0.0,2,-56
CCOC(=O)c1sc(NCC(=O)N2CCCc3ccccc32)c(C#N)c1C,0.3,0.0,5,7
O=C1CCCN1CCn1cnc2c(Nc3ccc4c(c3)OCO4)nc(Nc3ccc4ncccc4c3)nc21,-0.8,0.1,4,-1
O=C(Nc1cccnc1)C1C(c2ccccc2)C1(Cl)Cl (stereo not given),-0.3,-0.1,-3,-5
CCCS(=O)(=O)c1ncc(Cl)c(C(=O)Nc2nnc(SC)s2)n1,4.0,-0.3,-3,-1
O=C(Nc1ccc(NC(=O)c2cccs2)cc1Cl)c1ccccc1,-2.8,0.3,10,-31
COc1ccc(C(=O)Nc2ccc3oc(-c4ccc(F)cc4)cc(=O)c3c2)cc1,0.3,0.0,-10,-19
O=C(NCc1nnc2n1CCN(Cc1ccsc1)CC2)c1ccccn1,2.6,0.0,4,9
CCOC(=O)c1c(C)n(CCBr)c2ccc(O)cc12,0.6,0.9,22,-4
COC(=O)c1ccc(C(=O)NCc2nc(C)no2)cc1,-5.1,0.9,17,-2
CC(C)CC(C(=O)N1CCOCC1)N1C(=O)c2cc(Cl)c(Cl)cc2C1=O (stereo not given),-1.2,-0.1,0,-6
CCOc1ccc(-c2ccc3nnc(SC)n3n2)cc1,1.0,-0.1,-5,-23
CCN(CC)CCNC(=O)c1ccc(-n2c(=S)[nH]c3ccccc3c2=O)cc1,-0.9,0.1,1,14
O=C(CSc1nnc(-c2cccnc2)o1)N1CCOCC1,-0.3,0.0,6,-1
O=C(Nc1ccc(NC(=O)c2ccccc2)cc1)c1ccccc1,3.1,0.1,3,-2
CC(=O)NCCn1c(SCc2cccc(F)c2)nc2ccccc2c1=O,1.8,-0.2,4,2
COc1cc(C(=O)NNC(=O)c2cccc(Cl)c2)cc(OC)c1OC,4.1,0.0,0,5
Cc1cc(C(=O)Nc2nncs2)ccc1[N+](=O)[O-],-2.7,0.3,6,3
Cc1ccc(C)c(Nc2c([N+](=O)[O-])ccc3nonc23)c1,-0.9,-0.2,23,-4
CCC(C)Oc1ccc(C=C2C(=O)N(C)C(=O)N(C)C2=O)cc1Cl (stereo not given),-1.6,-0.4,8,-6
Cc1cc(C)cc(C(=O)Nc2ccc([N+](=O)[O-])cc2C)c1,8.9*,-0.2,-6,2
CCN(CC)C(=O)CN1C(=O)[C@H]2CCCN2C(=O)c2ccccc21,-0.4,0.3,-1,-2
COc1ccc(CNC(=O)c2ccco2)cc1OC,0.6,0.2,2,-8
CCN1CCC[C@H]1CNC(=O)c1cc(S(N)(=O)=O)ccc1OC,-0.5&-0.7&-2.5,0.1&0.2&0.0,9&12&6,2&1
O=C1C(=O)N(Cc2cccnc2)C(c2ccc(F)cc2)/C1=C(\O)c1ccccc1 (stereo not given),-0.1,0.0,4,-7
Cc1cccc(C(=O)OCC(=O)c2ccc(Cl)s2)c1O,-2.4,-0.1,10,-26
Cn1c(Nc2nc(NCCN3CCOCC3)c3ncn(CCN4CCCC4=O)c3n2)nc2ccccc21,-2.0,-0.3,3,6
NC(=O)C1CCCN(Cc2cc(-c3ncccn3)ccc2O)C1 (stereo not given),0.7,0.0,-16,-9
CC(C)CC1NC(=O)N(Cc2cccc(C(F)(F)F)c2)C1=O (stereo not given),0.6,0.1,-9,2
CC(C)N(C)C1CCN(C(=O)Nc2ccccc2)CC1,-0.8,-0.3,-11,2
COc1cc(Br)cc(/C=C(\C#N)c2nc3ccccc3[nH]2)c1O,0.8,0.0,-10,-2
COc1cccc(-c2cccc(NC(=O)C3CCN(Cc4ccncc4)CC3)c2)c1,1.5,-0.1,-4,0
CC1CCN(Cc2nnnn2CCCC(=O)NCC2CCN(Cc3ccccc3)C2)CC1 (stereo not given),4.3,-0.1,6,7
CC1CC(C)CN(S(=O)(=O)c2c(Cl)cccc2Cl)C1 (stereo not given),0.2,0.1,12,0
CN(CC(=O)NCc1ccc2c(c1)OCO2)c1nnc(N2CCCC2=O)s1,-2.0,0.5,3,6
O=C1CC(NCC2CCCCC2)C(=O)N1c1ccc(I)cc1 (stereo not given),-2.0,0.7,10,-14
FC(F)C(F)(F)C1=Nc2ccccc2N=C(c2ccccc2)C1,0.1,0.1,-16,-16
CC(=O)c1c(C)[nH]c(C(=O)COC(=O)c2ccc3c(c2)OCO3)c1C,1.9,-0.1,-4,-2
CC(=O)Nc1cc(C(=O)OCC(=O)c2cccs2)ccc1C,-0.4,-0.1,0,-23
O=C(CN1C(=O)c2cccc([N+](=O)[O-])c2C1=O)Oc1ccc2ccc(=O)oc2c1,-0.3,-0.1,1,3
CCOC(=O)c1c(NC(=O)c2ccc(Cl)c([N+](=O)[O-])c2)sc(C(C)=O)c1C,0.5,0.0,-5,2
CC1CCCCN1S(=O)(=O)c1ccc(NC(=O)c2ncn[nH]2)cc1 (stereo not given),0.5,0.0,-19,-16
c1cc(-n2cnc3c(Nc4ccc5c(c4)OCO5)nc(NCc4ccc5c(c4)OCO5)nc32)cs1,-1.5,-0.1,1,-47
O=C1C=C(NNC(=O)c2ccccc2O)CC(c2ccccc2)C1 (stereo not given),-0.4,0.1,17,-7
NC(=O)CSc1ncnc2scc(-c3ccc(Cl)cc3)c12,0.5,0.3,19,-11
CN1CCN(S(=O)(=O)c2cccc(C(=O)Nc3cc(C(N)=O)cc(C(N)=O)c3)c2)CC1,3.6,0.0,16,5
CCN1CC(C)C(O)(c2ccccc2)CC1C (stereo not given),-2.0,0.0,-271,-2
CC(C)C(=O)N=c1sc2cccc(F)c2n1C,0.0,0.0,-1,-4

# Next part.
SMILES,GPR151 ag,FBW7 activator,MITF primary,TEAD-YAP block
Cc1nc2sc(C#N)c(N)c2c(C)c1C,0.2,-0.2,-6,-1
COc1ccc(-c2nn(-c3ccccc3)cc2/C=N/NC(=O)C(N)=O)cc1OC,-0.1,0.0,-17,-12
COc1cc(Br)cc2cc(C(=O)NC3CC(C)(C)NC(C)(C)C3)c(=O)oc12,-0.4,-0.2,1,4
CCOC(=O)c1c(NC(=O)c2ccc(OC)cc2)sc(C(=O)Nc2cccc(Cl)c2C)c1C,-0.5,0.0,-1,5
Cc1ccccc1C(C(=O)Nc1ccc(F)cc1)N(Cc1ccco1)C(=O)c1cnccn1 (stereo not given),2.0,-0.1,8,6
O=[N+]([O-])c1ccc(N=Nc2c(O)[nH]c3ccccc23)nc1,0.2,0.3,6,-25
c1ccc(-c2cn(-c3ccccc3)c3ncnc(N4CCCCCC4)c23)cc1,0.5,0.3,0,-16
COc1cc(NC(=O)c2ccc3nc(Nc4ccnn4C)sc3c2)cc(OC)c1OC,1.0,-0.1,4,-56
Cc1ccc2c(c1)N(CC(=O)N1CCCC1)C(=O)C(C)O2 (stereo not given),-0.1,0.0,6,0
CC(=O)Nc1cccc(NC(=O)CSc2nnnn2-c2ccc3c(c2)OCO3)c1,5.6*,0.6,6,-1

# A second format for some results above.
compound	GPR151 ag	FBW7 activator	MITF primary	TEAD-YAP block
CCOC(=O)c1c(NC(=O)c2ccc(OC)cc2)sc(C(=O)Nc2cccc(Cl)c2C)c1C	-0.5	0.0	-1	5
Cc1ccccc1C(C(=O)Nc1ccc(F)cc1)N(Cc1ccco1)C(=O)c1cnccn1 (stereo not given)	2.0	-0.1	8	6
O=[N+]([O-])c1ccc(N=Nc2c(O)[nH]c3ccccc23)nc1	0.2	0.3	6	-25

# Assay outcomes from PubChem BioAssay.
